Bioassay records deposited in PubChem by National Center for Advancing Translational Sciences (NCATS).
Rab9 prom act = Rab9 promoter activation. hit rate 2.8% among 320,000. Potency, µM (highest dose often 9.22 µM), for the others: at the top dose activation, negative = inhibition, actives largely listed as activators. Huh7 Rab9 promoter-luciferase reporter, luminescence, 24 h. AID 485297; further: potency means the concentration at half of the fitted maximal effect; % of control where 0% means no effect; nearly all actives have a fitted effect of over 60% in size
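Huh7 cells stably carrying Rab9 promoter–luciferase reporter, plated 1500 cells/well, compound added after 2 h and incubated 24 h at 37 °C; luciferase luminescence then read after 10 min with detection reagent.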
FLuc counter = counter-screen for miR-21 project: firefly luciferase inhibitors or activators; purified FLuc, Km substrates, luminescence inhibition; Potency, µM (titrated, usually from 57.5 µM), for the others: at the highest dose activity change, negative = inhibition, most hits filed as inhibitors; hit rate 6.9% among 360,000; P08659;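 further: potency means the concentration at half of the fitted maximal effect; plate controls were vehicle for no effect and reference inhibitor for full effect; nearly all actives have a fitted effect of over 55% in size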
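Purified P. pyralis luciferase (10nM final) with 10uM D-luciferin and 10uM ATP (Km levels) in 50mM Tris acetate pH 7.5, 10mM Mg acetate, 0.01% Tween-20, 0.05% BSA; qHTS 6-point titration, ~60 µM downward; luminescence read.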
TRPV1 agonist = human TRPV1 agonism; Q8NER1; TRPV1-expressing cells, Fluo-8 calcium influx, agonist mode; activation, % at 8.33 µM; hit rate 0.19% among 320,000; AID 540275; in the data active means activation above about 80%; inconclusive means between about 30% and that limit; further: 0% is about no effect
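Cells expressing TRPV1 were dye-loaded with Fluo-8 and read kinetically: 10 s baseline, 3 min after compound (agonist portion), then 2 min after EC20 capsaicin (allosteric enhancer portion). Calcium-bound dye fluorescence at 480/520 nm.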
p53 reactivator = restores transcriptional activity of mutant p53. hit rate 0.063% among 320,000. Potency, µM (highest dose often 92.2 µM), inactives show at the highest dose activity change, positive = activation, actives largely listed as activators. AID 504706. H1299 p53-A138V BP100-luciferase reporter, luminescence, 24 h; further: potency means the concentration at half of the fitted maximal effect; % of control where 0% means no effect; nearly all actives have a fitted effect of over 45% in size
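H1299 (p53-null), stable ts p53-A138V + BP100-Luc; 1000 cells/well, Opti-MEM/10% FBS; cpd 4 pt, 1:5; 24 h, 37 deg C, 5% CO2; detection reagent 10 min RT; luminescence.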
NPC1 promoter act = activators of NPC1 promoter; Huh7 NPC1 promoter luciferase reporter, 24 h; Potency, µM (doses to about 9.22 µM), inactives show at the top dose activation, actives largely listed as activators; hit rate 2.4% among 320,000; AID 485313;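 further: potency means the concentration at half of the fitted maximal effect; % of control where 0% means no effect; nearly all actives have a fitted effect of over 60% in size; reporter is driven by a mutant NPC1 promoter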
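NPC1 promoter–luciferase Huh7 cells; 24 h compound; luminescence.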
BRCA1 expr act = activators of BRCA1 expression; MCF7-BRCA1-FFLuc reporter, luminescence, 48 h; response scale: scaled: vehicle 0%, 10 µM genistein 100%; Potency, µM (highest dose often 46.1 µM), without a hit: top-dose activation, usual class: activators; hit rate 1.1% among 380,000; further: potency means the concentration at half of the fitted maximal effect; nearly all actives have a fitted effect of over 80% in size; some results filed as inactive show a strong effect at the top dose
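Using MCF7 cells harboring a BRCA1 firefly luciferase reporter, plated 2 h before compound pinning, the screen measured luminescence after 48 h incubation. Responses were normalized to DMSO and 10 microM genistein, then fitted for concentration-effect.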
ELG1 genotox = inducers of genotoxicity in HEK293T ELG1-luciferase cells | Potency, µM (highest dose often 46 µM), inactives show at the highest dose activity change, positive = activation, hits mostly activators | hit rate 1.3% among 330,000 | HEK293T ELG1-luciferase reporter, luminescence, 16 h; further: potency means the concentration at half of the fitted maximal effect; % of control where 0% means no effect; nearly all actives have a fitted effect of over 60% in size
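16 hr compound incubation (37 °C, 5% CO2) of HEK293T cells carrying luciferase-tagged ELG1; luciferase then measured by ONE-Glo luminescence after 30 min at RT.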
RORgamma inh = blocks mouse ROR gamma transcriptional activity; Drosophila S2 Gal4-RORgamma UAS-luciferase reporter, 20 h; hit rate 5.4% among 310,000; P51450; Potency, µM (doses to about 53.6 µM), for the others: top-dose activity change, negative = inhibition, hits mostly inhibitors; AID 2551; further: potency means the concentration at half of the fitted maximal effect; on the % scale 0 is the no-effect control and ±100 the full control effect; nearly all actives have a fitted effect of over 60% in size
Target sequence (P51450 whole entry, looked up, the tested form may be a part): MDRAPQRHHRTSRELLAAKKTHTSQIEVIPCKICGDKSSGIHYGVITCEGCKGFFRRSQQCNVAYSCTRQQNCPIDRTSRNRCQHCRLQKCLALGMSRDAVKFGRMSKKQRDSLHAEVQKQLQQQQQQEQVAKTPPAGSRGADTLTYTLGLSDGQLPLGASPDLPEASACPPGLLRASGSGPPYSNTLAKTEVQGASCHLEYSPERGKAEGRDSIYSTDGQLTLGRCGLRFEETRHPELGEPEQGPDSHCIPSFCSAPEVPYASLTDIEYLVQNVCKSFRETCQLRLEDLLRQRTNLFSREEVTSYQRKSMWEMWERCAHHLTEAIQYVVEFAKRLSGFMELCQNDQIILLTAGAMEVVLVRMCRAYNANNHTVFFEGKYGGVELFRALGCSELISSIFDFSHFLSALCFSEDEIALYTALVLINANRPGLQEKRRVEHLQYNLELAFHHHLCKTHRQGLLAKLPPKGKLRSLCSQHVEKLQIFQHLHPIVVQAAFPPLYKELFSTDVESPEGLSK
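Luciferase reporter read in Schneider cells carrying Gal4-RORγ (mouse) and UAS-Photinus luciferase; cells given compound 1 h before 700 uM copper sulfate induction, then incubated 20 h at ambient temperature.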
VP16 counter = Gal4-VP16 reporter inhibition counter-screen | Drosophila S2 Gal4-VP16 UAS-luciferase, luminescence, 20 h | Potency, µM (series often up to 53.6 µM), without a hit: at the top dose activity, negative = inhibition, hits mostly inhibitors | hit rate 3.5% among 310,000 | AID 2546;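 further: Gal4-VP16 expression switched on by copper sulfate through the metallothionein promoter; potency means the concentration at half of the fitted maximal effect; on the % scale 0 is the no-effect control and ±100 the full control effect; nearly all actives have a fitted effect of over 50% in size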
Tb PFK block = T. brucei PFK enzyme inhibition; Potency, µM (top dose mostly 57.5 µM), inactives show at the highest dose activity, negative = inhibition, usual class: inhibitors; T. brucei PFK, ADP-Glo luminescence; hit rate 0.17% among 330,000; O15648; AID 485367;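 further: potency means the concentration at half of the fitted maximal effect; 0% = uninhibited 1x PFK enzyme wells and -100% = no-enzyme wells; nearly all actives have a fitted effect of over 60% in size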
Target sequence (O15648 whole entry, looked up): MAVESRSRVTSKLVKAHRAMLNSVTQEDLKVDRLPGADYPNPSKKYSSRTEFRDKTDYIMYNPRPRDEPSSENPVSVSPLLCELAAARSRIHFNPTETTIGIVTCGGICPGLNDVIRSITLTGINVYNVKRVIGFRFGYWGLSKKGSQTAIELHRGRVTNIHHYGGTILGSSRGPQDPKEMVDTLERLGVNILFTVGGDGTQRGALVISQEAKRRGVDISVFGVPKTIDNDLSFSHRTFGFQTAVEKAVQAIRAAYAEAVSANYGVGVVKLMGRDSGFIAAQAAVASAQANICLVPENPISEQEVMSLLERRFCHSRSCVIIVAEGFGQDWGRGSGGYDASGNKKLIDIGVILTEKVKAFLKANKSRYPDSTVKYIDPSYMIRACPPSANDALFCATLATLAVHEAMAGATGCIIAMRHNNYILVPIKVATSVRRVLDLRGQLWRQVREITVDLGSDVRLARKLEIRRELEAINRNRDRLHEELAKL
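Luminescent ADP detection (ADP-Glo, two-step: ATP depletion then ADP-to-ATP conversion for luciferase) reported PFK activity after 45 min room-temperature reaction of 1.25 nM enzyme with 0.5 mM F6P and 0.1 mM ATP at pH 8.0.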
ELG1 repair inh = inhibitors of ELG1-dependent DNA repair in HEK293T cells; HEK293T ELG1-luciferase reporter, luminescence, 16 h; DNA damage induced by 5-fluorouridine; Potency, µM (highest dose often 46.1 µM), for the others: at the top dose activity change, negative = inhibition, most hits filed as inhibitors; hit rate 2.3% among 330,000; further: potency means the concentration at half of the fitted maximal effect; on the % scale 0 is the no-effect control and ±100 the full control effect; nearly all actives have a fitted effect of over 55% in size
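In this reporter screen, reduction of luminescence relative to DMSO vehicle indicated activity. Compounds and 5-fluorouridine were added together to 2,000 cells per well, incubated for 16 hr at 37 °C, then developed with ONE-Glo.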
* = called active by the depositor; i = inactive; ? = inconclusive; . = not tested or not shown; & = joins results of further samples; [ ] = another dose, or the depositor's remark. Unless noted, the call rests on the fitted dose curve; in most records, active means well fitted curve in the direction sought with a large enough effect; inconclusive means small, poorly fitted or top-dose-only effect, or another doubt; inactive means no such curve, though single readings can be large; an effect the other way counts as inactive or inconclusive. An unsorted share of the library; any-hit rate near 15%.

Below each compound: Rab9 prom act, FLuc counter, TRPV1 agonist, p53 reactivator, NPC1 promoter act, BRCA1 expr act, ELG1 genotox, RORgamma inh, VP16 counter, Tb PFK block, ELG1 repair inh
- Cn1nc(NC(=O)C(F)(F)F)c2ncc(-c3ccc(Cl)cc3)nc21
→ ?, 5%, -4, 20%, ?, 36%, ?, -2%, 3%, 15%, ?
- CN(C)S(=O)(=O)c1ccc(C(=O)NCC(=O)N/N=C/c2ccccc2)cc1
→ 3%, 2%, ?, 0%, -1%, 18%, 9%, 6%, -3%, 0%, -5%
- CCN(CC(=O)Nc1ccc(NC(C)=O)cc1)C(=O)/C=C/c1ccc(C)o1
→ -1%, -1%, 0, -6%, -1%, -5%, 3%, ., ., 0%, 26%
- O=C(Nc1cc(C(F)(F)F)ccc1N1CCCC1)C1=COCCO1
→ -2%, 1%, -8, -3%, -3%, -23%, 1%, ., ., -5%, 7%
- CC(=O)Nc1ccc(NC(=O)c2c([N+](=O)[O-])cnn2C)cc1
→ -2%, 2%, -6, ., 0%, 15%, -1%, -3%, 3%, 5%, 0%
- Cc1sc2nc(SCC(N)=O)n(-c3ccccc3)c(=O)c2c1C
→ -5%, -8%, 5, -6%, 0%, -32%, 8%, 26%, 3%, -3%, -12%
- Cc1nc(NC(=O)/C=C/c2ccccc2)sc1C(=O)Nc1ccccc1Cl
→ -6%, 12µM*, 2, -9%, 1%, ?, 12%, 16µM*, ?, 4%, 5%
- CN(CCOc1ccc(Cl)cc1)C(=O)c1cc(S(=O)(=O)N2CCOCC2)ccc1N1CCCC1
→ 1%, 0%, 13, 0%, -5%, -39%, -3%, ., ., 3%, ?
- O=S1(=O)c2cccc3cccc(c23)N1Cc1nnc(-c2ccccc2Br)o1
→ 3%, -1%, -1, -25%, 3%, -35%, -2%, ?, -15%, 0%, 23µM*
- CC1CCCCN1CCCNC(=O)c1ccc2nc(N3CCCCC3)sc2c1 (centres undefined)
→ ?, -7%, -3, 9%, ?, 39%, ?, 3%, 1%, 0%, ?
- CC(C)n1c(SCC(=O)Nc2nc3c(s2)CCCC3)nc2c1c(=O)n(C)c(=O)n2C
→ -6%, 8%, 1, -25%, -1%, -49%, -11%, ?, -5%, -5%, 18µM*
- Cc1nccn1CCCNC(=O)CC1C(=O)NCCN1Cc1ccccc1C(F)(F)F (centres undefined)
→ -4%, 4%, 3, 0%, -3%, 0%, 2%, -8%, -1%, 12%, 0%
- CCc1cc2c(SCC(=O)O)ncnc2s1
→ 0%, 1%, 2, -6%, -3%, 1%, -27%, 1%, 1%, 21%, -26%
- Cc1cc2ccccn2c1C(=O)Nc1ccccc1
→ ?, 11µM*, 2, 11%, 27%, 12%, ?, 6%, 14%, 1%, ?
- O=[N+]([O-])c1ccc2nc(-c3ccc(Cl)cc3)[nH]c2c1
→ 1.6µM*, 3µM*, ?, ?, 2µM*, -10%, -1%, 16%, ?, -3%, ?
- O=C(O)COCC(=O)N1CCc2c([nH]c3ccccc23)C1C(F)(F)F (centres undefined)
→ 1%, -1%, -1, 6%, -1%, 15%, -12%, -4%, -1%, -5%, 11%
- Cc1cc(C(=O)NC2CCCCCC2)c2ccccc2n1
→ ., ., ., 6%, ., -24%, -1%, ., ., 4%, -3%
- O=C(Cn1cnc2ccccc21)Nc1ccc(C(=O)O)cc1
→ -4%, 1%, -1, 3%, -2%, 31%, 0%, 21%, 3%, 3%, 1%
- N#CCOC(=O)[C@H](Cc1ccccc1)N1C(=O)c2ccccc2C1=O
→ 8%, 0%, 5, 8%, 0%, -8%, 0%, 8%, -2%, 1%, -2%
- CCN(CC)C(=O)Oc1ccc2ccccc2c1Br
→ ?, 19µM*, -1, 29%, ?, ?, 8%, 1%, -3%, 3%, ?
- O=C(Nc1ccccc1N1CCCC1)c1cccc(Cl)c1Cl
→ 11%, -8%, 7, -1%, 1%, -28%, -9%, -14%, 3%, 0%, 1%
- O=C(CCNC(=O)c1ccccc1Cl)NC1=NCCS1
→ 1%, 0%, 2, 0%, -3%, -4%, -1%, -20%, -1%, 7%, 10%
- O=C(CCl)N1CCN(S(=O)(=O)Cc2ccccc2)CC1
→ -38%[inhibitor], 0%, -4, -31%[inhibitor], -15%, -50%, -3%, ., ., -2%, 9.2µM*
- CCOc1ccccc1C(=O)NC1CCNCC1
→ -3%, 2%, 5, ?, -3%, -25%, 3%, 1%[1.91 µM], 7%, -7%, -1%
- O=C(OCc1ccc(-c2ccccc2)cc1)c1cccc(O)c1
→ ?, ?, 10, -15%, ?, 83%, 29%, 39%, -9%, -11%, ?
- O=S(=O)(c1ccccc1)n1ccc(-c2cnc(-c3ccccc3)s2)n1
→ ?, 15µM*, ., 18%, ?, 7.9µM*, ?, 35%, -16%, -3%, ?
- CCCCn1c(C)cc2c(c1=O)[C@H]1O[C@](CCCCN3C(=O)c4ccccc4C3=O)(Cc3ccccc31)O2
→ 0%[1.84 µM], -3%[11.5 µM], i, ., -2%[1.84 µM], ., ., 4%[10 µM], -5%[10 µM], 0%[11.5 µM], .
- CC1(C)CC(=O)C2=C(C1)O[C@@]1(CCCCN3C(=O)c4ccccc4C3=O)Cc3cc(C#N)ccc3C2O1
→ -7%[1.84 µM], -1%[11.5 µM], i, ., 0%[1.84 µM], ., ., 9%[10 µM], -11%[10 µM], -24%[11.5 µM], .
- COc1cccc2cc(C(=O)C3=C(O)C(=O)N(CCN4CCOCC4)C3c3ccc(Cl)cc3)oc12 (centres undefined)
→ -1%, -1%, -1, 0%, -4%, 6%, 1%, 0%, -3%, 1%, -1%
- CC(NS(=O)(=O)c1ccc(Cl)cc1)C(=O)OCC(=O)c1ccc[nH]1 (centres undefined)
→ -5%, 3%, -3, 7%, 0%, 13%, -2%, ., ., 1%, 7%
- O=C(CN1CC[n+]2c(-c3ccccc3)csc21)c1ccc(Br)cc1
→ -6%, -2%, -7, -1%, -8%, -11%, -11%, ?, ?, 0%, 16µM*
- Cc1ccc(NC(=O)C2=COCCO2)cc1S(=O)(=O)N1CCOCC1
→ -1%, -4%, 14, -3%, -8%, -19%, 2%, ., ., 0%, 5%
- COc1ccc(C(C2C(=O)CC(C)(C)CC2=O)C2C(=O)CC(C)(C)CC2=O)cc1
→ -1%, -18%, 1, -1%, -1%, -9%, 1%, 1%, -4%, 10%, 6%
- CCn1c(SCC(=O)N2CCN(c3ccccc3)CC2)nc2c([nH]c3ccccc32)c1=O
→ 5%, -1%, 2, 15%, -4%, -40%, 2%, -22%, -7%, 1%, -3%
- COCCN1C(=O)c2ccc(C(=O)NCc3ccco3)cc2C1=O
→ -5%, 4%, 1, 5%, 2%, 10%, 7%, -37%, 0%, 3%, 8%
- COc1cccc(/C=N/NC(=O)c2csc(-n3nc(C)cc3C(F)(F)F)n2)c1
→ -6%, 0%, -2, 4%, -2%, 2%, -2%, -33%, -2%, -10%, 0%
- N#Cc1cccc(NC(=O)CSc2nnc(C3CC3)n2C2CC2)c1
→ -11%, 2%, 2, 9%, -3%, 11%, 0%, ., ., 0%, ?
- CSCCC(NC(=O)COc1ccccc1)C(=O)OCCOc1ccc(F)cc1 (centres undefined)
→ -7%, 3%, 11, -6%, -1%, 0%, 1%, ., ., 0%, -3%
- CCCN(C(=O)c1cn(C)c(=O)c2ccccc12)c1ccccc1C
→ 0%, 1%&4%, -1, -5%, -1%, -34%&-11%, 2%, 6%, 4%, 0%, 17%
- Cc1ccccc1NC(=O)CN1CCC(C(=O)c2ccc3c(c2)OCCO3)CC1
→ -5%, -1%, 14, 0%, -1%, -16%, -3%, 15%, -6%, 13%, -18%
- COc1ccc(-c2nc3ccccc3c(=O)n2O)cc1
→ 6%, 2%, -3, 4%, -4%, -1%, 0%, 13µM*, ?, 1%, 15%
- Cc1nnc(SCCn2c(N3CCCC(C)C3)nc3c2c(=O)n(C)c(=O)n3C)s1 (centres undefined)
→ -5%, -2%, -1, 3%, -2%, 25%, 1%, -18%, 2%, 0%, -2%
- Oc1cccc(NC(=S)Nc2ccc(SC(F)F)cc2)c1
→ -1%, ?, 2, ?, -1%, -3%, 1%, -10%, 4%, ?, 16%
- COc1cc(CNC2CCCC2)cc(OC)c1OC
→ 0%, 2%, 2, 5%, 1%, 1%, -1%, 0%, 10%, 19%, -2%
- CSCCC(NC(=O)OC(C)(C)C)C(=O)NC(C(=O)NC(CC(C)C)C(N)=O)C(C)C (centres undefined)
→ -11%, 0%, -2, 15%, -1%, 15%, -1%, -10%, 1%, -3%, 0%
- COc1cc(/C=C/C(=O)O)ccc1OCc1ccccc1C#N
→ -5%, -7%, -3, -1%, -6%, 1%, 4%, -8%, ?, 1%, 1%
